Screening results as filed in PubChem BioAssay.
m5-HT2A agonist = agonists of mouse serotonin 5-HT2A receptor (HTR2A); AID 624169; P35363; 360,000 compounds, 0.66% hits; CHO-K1 mHTR2A beta-arrestin complementation, luminescence; percent of 30 µM serotonin response; activation, % at 7.6 µM;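 active means activation above a run cutoff, the mean activation of all tested compounds plus 3 SD, cut at about 14% in these data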;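 further: 0% = plate median of compound wells and 100% = 30 µM serotonin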
MC4R antagonist = blocks human MC4R cAMP signaling | P32245 | MC4R-expressing cells, MTII-stimulated cAMP, LANCE TR-FRET | inhibition, % at 6.5 µM | 360,000 compounds, 0.48% hits | AID 540295;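 active means inhibition above its plate's cutoff, the mean of tested wells on that plate plus 3 SD, cut at about 29% in these data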;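 further: 0% = Melanotan II alone and 100% = Melanotan II plus saturating MCL0020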
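Assay system: U2OS-MC4R stable cell line; Also added: Melanotan II; Technique: Eu-cAMP/anti-cAMP TR-FRET, emission 671 nm; Times: 30-min compound, 1-h challenge, 1-h detection, room temperature.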
Exocytosis inh = lytic granule exocytosis inhibition. TALL-104 LAMP-1 surface exposure, flow cytometry; cells stimulated with thapsigargin and PMA. inhibition, % at 10 µM. 360,000 compounds, 0.66% hits. AID 651702;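 active means inhibition above about 55%, limit read from the data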
ABHD5-PLIN5 inh = blocks binding of human ABHD5 to perilipin-5. Q00G26+Q8WTS1. Split G. princeps luciferase complementation, luminescence, 4 h. inhibition, % at 4 µM. 360,000 compounds, 0.78% hits. AID 602281;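 active means inhibition above the mean inhibition across every tested compound plus 3 SD, cut at about 22% in these data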;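 further: 0% = DMSO only wells and the 100% control is not disclosed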
Target sequence (Q00G26 whole entry, looked up): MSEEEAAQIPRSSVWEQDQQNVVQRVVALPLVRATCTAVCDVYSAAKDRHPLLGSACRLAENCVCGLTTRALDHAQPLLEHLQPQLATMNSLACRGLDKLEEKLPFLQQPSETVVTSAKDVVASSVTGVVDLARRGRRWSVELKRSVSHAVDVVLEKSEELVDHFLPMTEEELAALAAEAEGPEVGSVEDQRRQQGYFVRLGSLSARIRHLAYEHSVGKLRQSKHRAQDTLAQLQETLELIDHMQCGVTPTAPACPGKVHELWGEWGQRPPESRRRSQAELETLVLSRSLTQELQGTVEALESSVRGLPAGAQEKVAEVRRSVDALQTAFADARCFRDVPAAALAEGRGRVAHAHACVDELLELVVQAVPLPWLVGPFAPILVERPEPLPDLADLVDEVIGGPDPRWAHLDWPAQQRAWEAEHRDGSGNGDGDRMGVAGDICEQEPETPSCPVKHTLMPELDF
Target sequence (Q8WTS1 whole entry, looked up): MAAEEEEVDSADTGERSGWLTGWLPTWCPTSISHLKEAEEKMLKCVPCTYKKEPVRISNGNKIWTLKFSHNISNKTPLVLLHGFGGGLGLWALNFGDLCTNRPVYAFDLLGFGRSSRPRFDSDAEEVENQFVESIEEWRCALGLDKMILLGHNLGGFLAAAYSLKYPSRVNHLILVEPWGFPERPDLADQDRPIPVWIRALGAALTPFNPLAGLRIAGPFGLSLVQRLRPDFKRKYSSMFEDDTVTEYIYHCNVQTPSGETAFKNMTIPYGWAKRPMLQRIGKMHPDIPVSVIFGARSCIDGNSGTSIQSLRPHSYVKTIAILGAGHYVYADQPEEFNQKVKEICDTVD
H9c2 protect = modulators protecting cardiomyocytes from myocardial damage. 360,000 compounds, 0.63% hits. AID 588492. protection from H2O2 cell death, % at 20 µM. H9c2 cardiomyocytes, H2O2 injury protection, ATPLite, 2 h;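 active means compounds giving at least 50% protection of heart cells from peroxide-induced death in the single-dose screen, raw or plate-pattern-corrected value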;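 further: 0% = DMSO wells with peroxide and 100% = DMSO wells without peroxide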
MC4R ag barr = human MC4R agonism via beta-arrestin; P32245; U2OS MC4R beta-arrestin complementation, luminescence; percent of melanotan II response, DMSO zero; activation, % at 8.9 µM; 360,000 compounds, 0.98% hits;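 active means activation above a per-plate cutoff, the mean activation of sample wells on that plate plus 3 SD, cut at about 8% in these data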
iPSC survival up = hiPSC single-cell survival enhancement | ATPlite luminescence; 100% = ROCK inhibitor wells, 0% = DMSO | survival enhancement, % at 20 µM | 360,000 compounds, 0.044% hits; in the data active means survival enhancement above about 18%;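 further: cells exposed to compounds for 16 hours before the ATP read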
ABCB6 inh MLPCN = blocks the human ABCB6 transporter; AID 602162; K562-ABCB6 porphyrin accumulation, flow cytometry, 1 h; stronger effect = lower value; Q9NP58; 360,000 compounds, 0.19% hits; fluorescence ratio to DMSO, % at 10 µM;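 active means fluorescence ratio to DMSO below 75%, the collection mean minus 3 SD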;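 further: signal is porphyrin accumulated inside mitochondria; 100% equals median channel fluorescence of DMSO control wells; lower ratio means ABCB6 inhibition with less porphyrin fluorescence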
Glyco luc inh = blocks N-linked glycosylation in D54 reporter cells; reporter increase, % at 12.5 µM; AID 588692; D54 ERlucT glycosylation luciferase reporter, 24 h; percent of 100 nM tunicamycin response; 360,000 compounds, 0.23% hits;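 active means mean luciferase reporter signal, scaled so untreated is 0 and the glycosylation-blocking control 100, at or above a set limit in every replicate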;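 further: luciferase carries N-glycosylation sites so blocking glycosylation raises the light; 0% = median of neutral control wells and 100% = median of 100 nM tunicamycin wells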
aDG glyco act = alpha-DG glycosylation activation; Pro5-aDG cells, alpha-DG glycosylation AlphaScreen (IIH6); 0% Pro5, 100% B10-LARGE cell signal; 360,000 compounds, 0.22% hits; activation, % at 10 µM;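 active means activation of at least 8% versus controls, or a plate z-score of at least 8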;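 further: Pro5 are CHO cells carrying HIG-tagged alpha-DG that lacks glycosylation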
Numbers without * were called inactive; . = no result given.

No.	Compound	m5-HT2A agonist	MC4R antagonist	Exocytosis inh	ABHD5-PLIN5 inh	H9c2 protect
1	CC(C)Cn1c(SCC(=O)NCc2ccc(Cl)cc2)nnc1-c1cccc(S(=O)(=O)N2CCOCC2)c1	-3	4	-1	-4	-1
2	Cc1ccc(S(=O)(=O)N2CCOCC2)cc1NC(=O)COC(=O)c1cnc(Cl)c(Cl)c1	0	-43	-2	-5	-1
3	COc1ccccc1OCCNc1cc(N2CCCCC2)ccc1[N+](=O)[O-]	-2	-3	3	6	-20
4	CCCCn1nnnc1SCC(=O)Nc1sc2c(c1C#N)CCCC2	-3	11	1	-7	-11
5	Cc1ccc(Oc2cc([N+](=O)[O-])cc3c2C(=O)Nc2ccccc2O3)cc1	0	7	2	-4	-18
6	C/C(=N/NC(=O)c1ccc(C)s1)c1cccc(NC(=O)c2ccoc2C)c1	-5	8	-1	0	8
7	CCCCn1c(=O)c(C(=O)c2ccccc2)nc2ccccc21	-2	4	0	-3	-1
8	Cn1cc(C(=O)N2CCCCC2)c(=O)c2cc(S(=O)(=O)N3CCCC3)ccc21	-5	-1	0	3	-6
9	Cc1n[nH]c(=O)c2c(NC(=O)CSc3nnc(C4CC4)n3C)oc(C)c12	3	3	0	6	0
10	CN(c1ccccc1)S(=O)(=O)c1ccc(NC(=O)c2ccc(-c3ccccc3)cc2)cc1	-6	18	2	-11	-12
11	O=C(Cc1ccsc1)Nc1ccccc1F	-2	6	-5	9	5
12	Cc1ccc(/C=C(\NC(=O)c2ccccc2)C(=O)NCC2CCCO2)o1 (stereo unspecified)	5	-4	2	14	6
13	NS(=O)(=O)c1ccc(CNC(=O)c2csc3c2CCCC3)cc1	0	1	0	-3	-4
14	Cc1ccc(NC(=O)c2cc(-c3ccccc3)nn2-c2ccccc2)cc1	2	19	-4	3	0
15	COc1cc([N+](=O)[O-])ccc1NC(=O)NN1CCN(C)CC1	-2	8	2	10	-2

No.	MC4R ag barr	iPSC survival up	ABCB6 inh MLPCN	Glyco luc inh	aDG glyco act
1	-0.1	-3.5	98	-1	0.6
2	-1.4	-0.5	93	5	0.0
3	-3.1	-0.7	97	0	0.0
4	3.2	-1.6	109	-1	0.1
5	14*	1.3	105	-1	0.7
6	-2.8	0.6	96	0	-0.1
7	-2.7	-1.7	91	-2	2.2
8	-2.2	1.1	100	-2	-0.2
9	-1.8	-0.3	99	1	0.1
10	6.1	6.0	92	-8	3.5
11	-2.5	0.4	93	-1	0.3
12	3.1	-1.2	97	0	-0.3
13	-1.5	-2.0	102	-2	0.5
14	0.4	3.2	97	-2	0.6
15	-1.5	-0.4	96	0	-0.2

More results follow:
No.	Compound	m5-HT2A agonist	MC4R antagonist	Exocytosis inh	ABHD5-PLIN5 inh	H9c2 protect
16	NC1=NC[C@H](Cc2ccc(O)cc2)N1CCc1cc(C(F)(F)F)cc(C(F)(F)F)c1	0	1	7	7	1
17	CCCc1n[nH]c(=S)n1Cc1ccco1	4	3	-2	6	2
18	CCOc1ccc(-c2nc(CS(=O)(=O)CC(=O)NCc3ccc(F)cc3)c(C)o2)cc1	-3	8	-6	0	-2
19	O=C(COC(=O)c1ccccc1C(=O)N1CCN(c2ccccc2)CC1)NCc1ccccc1	-1	-5	2	5	7
20	COc1c(/C=N/Nc2ccc(C(=O)O)cc2)c(CCN(C)C(C)=O)cc2c1OCO2	-2	-13	-3	2	-5
21	O=C(O)c1cccc(Cn2c(Cl)c(/C=N/NC(=O)c3ccccc3Cl)sc2=O)c1	4	4	-3	1	12
22	CCOc1ccc(S(=O)(=O)Nc2ccc(C(=O)NNC(=O)c3ccncc3)cc2)cc1	2	-1	7	-3	-5
23	Fc1ccccc1NC(=S)Nc1ccc(CN2CCOCC2)cc1	8	9	-3	-4	-3
24	CCOc1ccccc1NC(=O)CCS(=O)(=O)c1ccc(OC)cc1	-4	11	3	-4	-3
25	O=C(Cn1nc(CNc2ccc(Cl)cc2)[n+]2c1CCCCC2)c1ccc(Br)cc1	-2	15	6	30*	-6
26	CCNC(=O)NC(=O)C(C)Sc1nnc(COc2ccccc2Cl)o1 (stereo unspecified)	-1	10	5	-3	0
27	COc1cc[n+]([O-])cc1[N+](=O)[O-]	-3	5	-3	0	-2
28	O=C(CS(=O)c1ccc(F)cc1)Nc1ccccc1Cl (stereo unspecified)	9	-4	5	5	2
29	CC(=O)c1ccc(NC(=S)NC(C)CCc2ccccc2)cc1 (stereo unspecified)	-1	1	4	-3	-5
30	C(=N\C(/N=C/c1ccco1)c1ccco1)/c1ccco1	-4	6	2	18	28

No.	MC4R ag barr	iPSC survival up	ABCB6 inh MLPCN	Glyco luc inh	aDG glyco act
16	-2.2	3.5	93	7	0.0
17	-2.6	0.1	100	1	-0.1
18	0.2	-1.6	100	0	0.1
19	-2.3	0.7	101	-2	0.0
20	-1.1	-0.6	99	1	0.0
21	-1.8	-0.2	101	2	-0.3
22	-3.6	0.1	98	1	0.0
23	0.6	-0.6	94	-2	0.0
24	-3.2	-0.3	106	0	-0.1
25	-0.3	-2.2	85	-2	-0.4
26	1.6	7.0	104	0	0.1
27	-0.3	-1.7	106	1	0.0
28	-0.5	2.4	109	-4	0.0
29	2.0	2.1	89	-1	0.4
30	-0.2	6.8	100	2	0.4

More entries:
No.	Compound	m5-HT2A agonist	MC4R antagonist	Exocytosis inh	ABHD5-PLIN5 inh	H9c2 protect
31	Cn1c(N2CCN(C(=O)Nc3ccc(C(F)(F)F)cc3)CC2)nc2ccccc21	7	3	1	1	-10
32	CCc1nnc(NC(=O)CSc2ncc(-c3ccccc3)n2CC)s1	-7	4	5	-5	1
33	NS(=O)(=O)c1ccc(CCNC(=O)CNC(=O)c2ccc(Br)o2)cc1	3	4	-1	6	11
34	CC1Cc2ccccc2N1S(=O)(=O)c1cccc(C(=O)NC2CC2)c1 (stereo unspecified)	-5	5	-6	-6	-9
35	CCNS(=O)(=O)c1ccc(CCC(=O)N2CCC(C)CC2)cc1	2	18	8	-2	7
36	Cc1cc(C)c(OCCCn2ccnc2)c(C)c1	4	-1	-10	3	1
37	CCOC(=O)CNC(=O)/C=C/c1ccc2c(c1)OCO2	1	-5	-1	-2	2
38	Nn1c(Cc2ccc(Br)cc2)n[nH]c1=S	-2	-3	3	-10	-3
39	CC12CCC(C(=O)Nc3cc(Cl)ccc3Cl)(C(Br)C1=O)C2(C)C (stereo unspecified)	1	14	0	-3	-4
40	CC1(C(=O)NS(=O)(=O)c2ccc(Cl)cc2)CCN1C(=O)CCC1CCCC1 (stereo unspecified)	-2	9	12	-2	0
41	COC(=O)[C@]12CCCCC=C1N(CCc1ccc(OC)c(OC)c1)C(=O)[C@H](CC(=O)N1CCC(c3ccccc3)CC1)C2	1	.	9	0	.

No.	MC4R ag barr	iPSC survival up	ABCB6 inh MLPCN	Glyco luc inh	aDG glyco act
31	1.9	0.7	95	-2	1.1
32	0.1	-4.9	82	0	1.0
33	-0.8	-0.2	97	3	-0.2
34	-0.1	1.0	92	-2	0.3
35	0.1	-0.7	98	2	-0.2
36	0.7	0.0	98	2	0.1
37	-1.6	-2.3	86	1	-0.2
38	-2.9	-1.6	89	5	-0.2
39	2.9	-0.7	94	-3	0.3
40	-1.8	6.8	95	1	-0.1
41	.	.	.	.	-0.4

MC4R ag barr: what is marked active above.
#	Structure	m5-HT2A agonist	MC4R antagonist	Exocytosis inh	ABHD5-PLIN5 inh	MC4R ag barr	ABCB6 inh MLPCN	Glyco luc inh	aDG glyco act
5	Cc1ccc(Oc2cc([N+](=O)[O-])cc3c2C(=O)Nc2ccccc2O3)cc1	0	7	2	-4	14*	105	-1	0.7

Rewritten in transposed form: entries from further up
12) Cc1ccc(/C=C(\NC(=O)c2ccccc2)C(=O)NCC2CCCO2)o1 (stereo unspecified)
13) NS(=O)(=O)c1ccc(CNC(=O)c2csc3c2CCCC3)cc1
14) Cc1ccc(NC(=O)c2cc(-c3ccccc3)nn2-c2ccccc2)cc1
15) COc1cc([N+](=O)[O-])ccc1NC(=O)NN1CCN(C)CC1
16) NC1=NC[C@H](Cc2ccc(O)cc2)N1CCc1cc(C(F)(F)F)cc(C(F)(F)F)c1

| screen / no. | 12 | 13 | 14 | 15 | 16 |
| --- | --- | --- | --- | --- | --- |
| m5-HT2A agonist | 5 | 0 | 2 | -2 | 0 |
| MC4R antagonist | -4 | 1 | 19 | 8 | 1 |
| Exocytosis inh | 2 | 0 | -4 | 2 | 7 |
| ABHD5-PLIN5 inh | 14 | -3 | 3 | 10 | 7 |
| H9c2 protect | 6 | -4 | 0 | -2 | 1 |
| MC4R ag barr | 3.1 | -1.5 | 0.4 | -1.5 | -2.2 |
| iPSC survival up | -1.2 | -2.0 | 3.2 | -0.4 | 3.5 |
| ABCB6 inh MLPCN | 97 | 102 | 97 | 96 | 93 |
| Glyco luc inh | 0 | -2 | -2 | 0 | 7 |
| aDG glyco act | -0.3 | 0.5 | 0.6 | -0.2 | 0.0 |
